HT1080 IDH1KD tx: HT-1080 IDH1 knockdown cell toxicity (counter line); Potency, µM (highest dose often 46.1 µM), without a hit: at the top dose activity, negative = toxicity, actives largely listed as cytotoxic; HT-1080 IDH1 knockdown viability, ATP luminescence, 48 h; AID 686971; actives 2% (n = 360,000);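 note: potency is the fitted concentration of half-maximal effect; 0% = DMSO wells and -100% = cell-free medium wells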
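% activity derives from luminescence (CellTiter-Glo), normalised to DMSO and no-cell wells. HT-1080-IDH1KD cells, 750/well, had 48 h compound exposure at 37 °C.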
SW480 rereplic: DNA re-replication induction in SW480 cells; SW480 DNA re-replication, Hoechst DNA content imaging, 48 h; Potency, µM (titrated, usually from 46.1 µM), without a hit: top-dose re-replication activation, usual class: activators; actives 1.8% (n = 340,000); note: potency is the fitted concentration of half-maximal effect; % of control where 0% means no effect; nearly all actives have a fitted effect of over 55% in size
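Image-based DNA-content assay: after two days of treatment, nuclei were labelled with the DNA dye Hoechst and imaged, and hits were compounds raising the count of nuclei showing high fluorescence intensity.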
HT1080-NT tox: kills 2HG-producing HT-1080-NT fibrosarcoma cells. HT-1080-NT fibrosarcoma viability, CellTiter-Glo ATP luminescence, 48 h. Potency, µM (highest dose often 46.1 µM), for the others: at the highest dose activity, negative = less viability, hits mostly cytotoxic. actives 1.6% (n = 360,000). AID 686970;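 note: NT is the 2HG producing partner of a matched IDH1 knockdown line; potency is the fitted concentration of half-maximal effect; 0% = DMSO-treated cells and -100% = media-only wells without cells; nearly all actives have a fitted effect of over 55% in size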
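Viability by CellTiter-Glo luminescence after 48 h compound exposure at 37C of HT-1080-NT cells (750/well, RPMI, 5% FBS). % activity scaled between DMSO wells and medium-only wells, then curve-fitted and categorized by curve class.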
S2 tox: viability counter-screen for ATXN expression inhibitors; S2 cells (HEK-293 line with an ATXN2-luciferase reporter) viability, CellTiter-Fluor protease fluorescence, 24 h; Potency, µM (series often up to 56.7 µM), usual class: cytotoxic; actives 0.49% (n = 400,000); AID 651635; note: potency is the fitted concentration of half-maximal effect; nearly all actives have a fitted effect of over 40% in size
ATXN2 expr inh: inhibitors of ATXN2 expression; actives 0.72% (n = 360,000); Potency, µM (highest dose often 57 µM), without a hit: at the highest dose activity change, negative = inhibition, usual class: inhibitors; AID 1745845; HEK-293 ATXN2-luciferase reporter, luminescence, 24 h; note: potency is the fitted concentration of half-maximal effect; % is set by controls: 0 for no effect and ±100 for the full control effect; nearly all actives have a fitted effect of over 55% in size
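qHTS (up to 57 uM final) was run with 24 h compound exposure of reporter cells at 37 °C. Each well was multiplexed: SteadyGlo luminescence measured ATXN2-luciferase expression after a fluorogenic Gly-Phe-AFC viability readout (25 uM final).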
MCF10A rerep: induces DNA re-replication in MCF 10a normal breast cells. AID 624296. actives 2.9% (n = 350,000). Potency, µM (titrated, usually from 46.1 µM), for the others: at the top dose activity, positive = re-replication, hits mostly activators. MCF 10A DNA re-replication, Hoechst nuclear intensity, 48 h; note: potency is the fitted concentration of half-maximal effect; % of control where 0% means no effect; nearly all actives have a fitted effect of over 50% in size
KB-3-1 cytotox: KB-3-1 parental cell cytotoxicity. KB-3-1 viability, CellTiter-Glo ATP luminescence, 72 h. Potency, µM (series often up to 46.1 µM), inactives show top-dose activity change, negative = cytotoxic, actives largely listed as cytotoxic. actives 1.4% (n = 400,000); note: potency is the fitted concentration of half-maximal effect; % is set by controls: 0 for no effect and ±100 for the full control effect; nearly all actives have a fitted effect of over 60% in size
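Cells are dispensed, compounds pinned in, plates held at 37 °C for 72 h, then CellTiter-Glo is added and luminescence read after 10 minutes. Cell line: parental KB-3-1 in phenol-red-free DMEM, 10% FBS.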
HepG2 tox: kills HepG2 cells in TGF-b inhibitor counter-screen; Potency, µM (titrated, usually from 46.1 µM), without a hit: at the top dose activity change, negative = cytotoxicity, most hits filed as cytotoxic; HepG2 CAGA-GFP viability, ATP luminescence, 18 h; actives 0.76% (n = 410,000); AID 588856; note: potency is the fitted concentration of half-maximal effect; some results filed as inactive show a strong effect at the top dose
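CellTiter-Glo luminescence gave cytotoxicity after 18 hours at 37 degrees C. The cells were HepG2 CAGA-GFP in 1% FBS DMEM, stimulated with 500 pg/mL TGF-beta after compound addition. %Activity was normalised to no-cell wells (complete cell-killing) and DMSO (no toxicity), and curves were fitted and classified.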
IL1B secr inh: blocks inflammasome-driven IL-1 beta release | THP-1 LPS/ATP IL-1B secretion, AlphaLISA, 16 h; stronger effect = lower value | activity change, % at 57.5 µM | actives 4.7% (n = 360,000) | AID 743279; in the data active = activity change below about -50%; inconclusive = mostly about -30% to -49%; note: % is set by controls: 0 for no effect and ±100 for the full control effect
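Secreted IL-1B measured by AlphaLISA bead assay after 16 h compound exposure of THP-1 cells; compounds (final up to 57.5 uM) added 1 h before LPS (250 ng/mL) and ATP (1.25 mM) stimulation; lower signal means less secretion.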
Starred values were filed as active, the others as inactive; i = inactive; u = inconclusive; x = no result given; & = joins results of further samples; [ ] = another dose, or the depositor's remark. Unless noted, calls come from the whole dose curve; as a rule, active = well fitted curve in the direction sought with a large enough effect; inconclusive = small, poorly fitted or top-dose-only effect, or another doubt; inactive = no such curve, though single readings can be large; an effect the other way counts as inactive or inconclusive. Outcome played no part in choosing rows; 8.9% or so of the library scored in one or more.

Every second line gives: HT1080 IDH1KD tx | SW480 rereplic | HT1080-NT tox | S2 tox | ATXN2 expr inh | MCF10A rerep | KB-3-1 cytotox | HepG2 tox | IL1B secr inh
> CC1CN(C(=O)COC(=O)CSc2ccc([N+](=O)[O-])cc2)CC(C)O1 (configuration not stated)
    5.0% | -1.1% | -3.1% | i | 2.6% | 1.7% | 0.0% | -6.4% | 5.4
> CC(C)(C)C(=O)C(Cc1ccccc1)n1cncn1 (configuration not stated)
    -8.2% | -6.8% | -2.8% | i | -26.6% | u | 0.0% | 2.6% | -4.5
> Cn1nc(NC(=O)C(F)(F)F)c2nccnc21
    -3.0% | x | -4.8% | i | x | x | -12.7% | -18.4% | u
> COc1ncnc2c1N=C1CC(C)(C)CC(N)=C1S2
    2.6% | -1.1% | 1.1%[9.24 µM] | i | -4.1% | 3.7% | -0.8% | -5.0% | 3.2
> O=C(c1cc(-c2cccs2)nc2ccccc12)N1CCN(S(=O)(=O)c2ccccc2)CC1
    -2.4% | 15.7% | -8.9% | i | 1.5% | 25.1% | -0.3% | -10.7% | -11.2
> CCc1nc(NCCCCCO)c2nnn(Cc3ccccc3F)c2n1
    -9.1% | -5.2% | -5.5% | i | -0.1% | 4.4% | -0.4% | -3.6% | 2.5
> Cn1c(N)c(C(=O)NCc2ccccc2)sc1=S
    -4.2% | -7.2% | -10.9% | i | 0.6% | 9.3% | 3.4% | -1.0% | -5.9
> CCOCCn1cnc2sc(C(=O)Nc3ccccc3C(=O)OC)c(C)c2c1=O
    x | x | x | i | -2.2% | x | 0.0% | 18.8% | x
> O=C(NNC(=O)c1cccs1)c1ccc(Cl)cc1
    28.5% | 1.3% | 18.7% | u | 0.0% | u | 16.1% | 1.1% | -16.6
> CCOC(=O)CNc1nc(C(C)(C)C)nc2c1nnn2Cc1ccccc1
    u | u | -28.9% | u | 83.5%[activator] | u | u | -28.3% | -1.6
> COc1ccc(/C=N/NC(=O)c2nnn(-c3nonc3N)c2-c2cccs2)cc1OC
    3.6% | 26.0% | 0.6% | i | -10.1% | 1.7% | 4.8% | -5.6% | u
> CC(C)NC(=S)NC(=O)c1ccc(-c2ccccc2)cc1
    -17.1% | u | -2.0% | i | 6.7% | u | u | -27.8% | -56.9*
> COc1ccc(Br)cc1S(=O)(=O)n1nc(C)cc1C
    0.3% | u | -3.4% | i | -5.1% | -22.8%[9.22 µM] | 12.1% | -5.8% | 66.6
> COc1cc(-c2nc(-c3ccccn3)no2)cc(OC)c1OC
    9.4% | 14.6% | 0.2% | i | 63.3%[activator] | -4.8% | 22.4% | -83.2% | u
> Cc1cc(NS(=O)(=O)c2ccc(Br)s2)no1
    5.3% | -2.6% | -1.1% | i | -2.5% | 4.8% | -3.1% | -0.7% | 22.3
> CN(C)CCN(CC1CCCN(Cc2ccccc2F)C1)C(=O)c1ccc(F)cc1 (configuration not stated)
    -26.6% | 2.6% | -25.8% | i | -16.0% | 5.1% | 2.2% | -15.0% | u
> Cc1ccc(C)c(S(=O)(=O)c2cn(C)c3cc(F)c(F)cc3c2=O)c1
    x | x | x | i | 8.6% | x | 0.8% | 6.4% | x
> Cc1cc(Cl)ccc1OCC(=O)NNC(=O)c1cnccn1
    u | -4.0% | u | u | u | 6.8% | -24.6% | -5.7% | 1.8
> COc1cccc(NC(=O)CSc2nnc(CNC(=O)c3ccco3)n2C)c1
    u | -15.6% | u | i | -14.4% | -2.1% | 1.8% | 3.4% | 37.0
> Cc1[nH]c(=O)c(C#N)c2c1CCCC2
    1.8% | -3.6% | 7.2% | i | 1.6% | -27.1% | -8.7% | -20.7% | 27.8
> O=C(OCc1cc([N+](=O)[O-])cc2c1OCOC2)c1ccccn1
    -11.7% | -54.8%[inhibitor] | -0.6% | i | x | 2.9% | -2.3% | 3.8% | 2.5
> Cc1ccc(-c2csc(NC(=O)CCNC(=O)c3ccc(Cl)cc3)n2)cc1
    -0.7% | u | -7.2% | u | u | 18.9% | 1.2% | -63.9% | 7.3
> COc1ccc(S(=O)(=O)NCCc2ccc(F)cc2)cc1
    0.8% | -0.4% | -0.2% | i | -6.7% | 13.3% | 2.3% | -15.9% | -6.0
> CCC(C)N(C(=O)COC(=O)Cc1n[nH]c(=O)c2ccccc12)C1CCS(=O)(=O)C1 (configuration not stated)
    -4.4% | 1.8% | -4.8% | i | 0.5% | 9.4% | -3.6% | -16.6% | -0.8
> Cc1cc(C(=O)CN2C(=O)NC(CC(C)C)C2=O)c(C)n1-c1ccccc1F (configuration not stated)
    2.8% | -24.6% | 2.2% | u | -20.6% | -36.7%[inhibitor] | 8.8% | -1.9% | 12.4
> Cc1ccc(CC(=O)NCCS(=O)c2ccc(Cl)cc2)cc1 (configuration not stated)
    13.1% | -2.2% | 7.4% | i | -4.3% | -3.1% | -0.8% | -46.8% | -15.5
> COc1ccc(CN(C)C(=O)CCN(c2ccccc2)S(=O)(=O)c2ccc(C)cc2)c(OC)c1
    -0.3% | u | -10.7% | i | -8.0% | 8.7% | 4.4% | -23.0% | -6.0
> C/C(N)=C(/C#N)C(=O)CSc1nnc(Cc2ccccc2F)n1N
    8.4%&-0.1% | -8.6%&-6.0% | 1.6%&-4.7% | i | 2.9%&5.6% | -1.4%&-1.3% | 10.3%&15.0% | 11.4%&-20.8% | 12.7&0.0
> Cc1noc(C(=O)N2CCN(Cc3ccc4c(c3)OCO4)CC2)c1Cl
    10.9% | -12.0% | 20.3% | i | -9.8% | -6.0% | -13.5% | -5.5% | -10.6
> O=C(CSc1nc2c([nH]c3ccccc32)c(=O)n1-c1ccc(F)cc1)NCc1ccccc1
    x | x | x | i | 0.4% | x | 18.0% | -33.6% | x
> O=C(Nc1cccc([N+](=O)[O-])c1)c1cc2ccccc2cc1O
    3.66µM* | u | 3.66µM* | u | u | u | 13µM* | -39.2% | u
> COc1ccc(CN2CCC[C@]3(N[C@H](c4ccc(C(F)(F)F)cc4)[C@@H]4C(=O)N(Cc5ccccc5)C(=O)[C@@H]43)C2=O)cc1
    -22.9% | x | -15.4% | i | -6.6% | x | -24.6% | -30.0% | -16.0
> Cc1nn(C)cc1C(C(=O)NC1CCCCC1)N(C(=O)Cc1cccs1)c1ccc(Cl)cc1 (configuration not stated)
    -23.9% | u | -4.2% | i | -4.6% | 12.7% | 1.4% | -8.8% | 1.2
> CC(=O)Nc1ccc(S(=O)(=O)NNC(=O)C(=O)NNc2ccccn2)cc1
    21.1% | -1.6% | -1.2% | i | x | -3.4% | -5.5% | 2.1% | 15.2
> CCOC(=O)CC(=O)CSc1nc(C)cc(-c2cccnc2)c1C#N
    -1.9% | -26.0% | 2.2% | i | -2.4% | -1.4% | -2.3% | 2.6% | 22.9
> COc1ccc(OC)c(Nc2cc(C)nc3ccc(C)cc23)c1
    3.66µM* | 18.4µM* | 5.17µM* | u | u | u | 7.31µM* | -0.5% | -77.3*
> CCOC(=O)c1ccc[n+](CC(=O)Nc2cc(C(F)(F)F)ccc2Cl)c1
    15.4% | 3.6% | 1.6% | i | 7.6% | -2.2% | 4.8% | -19.8% | 4.8
> CCCc1nnc(NC(=O)CCC(=O)N2CCN(Cc3ccc(Cl)cc3)CC2)s1
    6.2% | 10.5% | 12.6% | i | -30.9% | 8.7% | -27.2% | 0.6% | 19.5
> O=C(Nc1cc2c3c(c1)CC(=O)N3CCC2)c1ccco1
    9.1% | -46.9%[inhibitor] | 3.2% | i | 6.9% | 8.6% | 3.5% | -10.7% | -20.1
> COCCn1nnnc1C(c1ccc(OC)cc1)N1CCN(c2ccccc2F)CC1 (configuration not stated)
    7.5% | 3.6% | 10.1% | i | -2.4% | -1.0% | 1.4% | -0.2% | 0.5
> CC(=O)Nc1ccc(S(=O)(=O)NCC2CCC(C(=O)NC(C)c3ccccc3)CC2)cc1 (configuration not stated)
    -0.3% | -3.8% | -7.2% | i | 1.4% | -0.1% | -8.0% | 3.7% | -10.6
> c1ccc(Cn2c(CSc3nnnn3-c3ccccc3)nc3ccccc32)cc1
    17.8% | u | -1.3% | i | -19.0% | u | 16.8% | -1.0% | 9.5
> CC(SC1=NCCN1S(=O)(=O)c1ccc(F)cc1)c1ccccc1 (configuration not stated)
    -0.9% | -2.1% | -2.3% | i | 1.4% | 10.8% | -15.6% | -21.3% | u
> Cc1ccc(S(=O)(=O)N2CCSC2)cc1C
    -12.6% | 4.1% | -1.0% | i | 2.3% | 2.7% | -0.9% | -11.9% | -7.0
> O=c1cc(-c2ccc(O)cc2)oc2c([C@@H]3O[C@H](CO)[C@@H](O)[C@H](O)[C@H]3O)c(O)c([C@@H]3O[C@H](CO)[C@@H](O)[C@H](O)[C@H]3O)c(O)c12
    2.5% | -2.8% | 2.4% | u | 8.4% | 0.0% | 5.3% | 4.2% | 16.5
> CC(=O)N(C)c1ccc(NC(=O)Cc2cccs2)cc1
    -0.5% | -48.7%[inhibitor] | 1.4% | i | 22.2% | 0.5% | 3.4% | 4.4% | 24.5
> CCN1CCN(C(=O)C2CCC(CNS(=O)(=O)c3ccccc3)CC2)CC1 (configuration not stated)
    12.0% | -10.3% | 18.3% | i | 2.0% | 4.3% | -4.8% | -9.8% | 10.1
> CCOc1ncccc1C(=O)OCc1cc(=O)oc2c(C)c(C)ccc12
    9.1% | -3.8% | 0.4% | i | -8.3% | -1.5% | 1.4% | -2.9% | 27.3
> CC(C)c1ccc(S(=O)(=O)NC2CCCC2)cc1
    -20.8% | 2.1% | -6.4% | i | -23.9% | 4.5% | -10.8% | -13.5% | 32.8

Assay outcomes: PubChem BioAssay, National Center for Advancing Translational Sciences (NCATS)
